Compound activity as filed in PubChem.
NPYLR7 ag: mosquito NPYLR7 agonism; 270,000 compounds, 0.15% hits; AID 1259423; activation, % at 10 µM; HEK293T NPYLR7/Galpha15, GCaMP6s calcium fluorescence; in the data active means activation above about 40%;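 further: 0% = vehicle and 100% = reference agonist at the receptor; some compounds past the cut are filed as inactive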
hcGAS lum: blocks human cGAS activity | Q8N884 | recombinant h-cGAS, ATP depletion, Kinase-Glo luminescence | inhibition, % at 12.5 µM | 290,000 compounds, 0.081% hits;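 further: 0% = vehicle reaction and 100% = reaction without DNA for no activity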
Target sequence (Q8N884 whole entry, looked up): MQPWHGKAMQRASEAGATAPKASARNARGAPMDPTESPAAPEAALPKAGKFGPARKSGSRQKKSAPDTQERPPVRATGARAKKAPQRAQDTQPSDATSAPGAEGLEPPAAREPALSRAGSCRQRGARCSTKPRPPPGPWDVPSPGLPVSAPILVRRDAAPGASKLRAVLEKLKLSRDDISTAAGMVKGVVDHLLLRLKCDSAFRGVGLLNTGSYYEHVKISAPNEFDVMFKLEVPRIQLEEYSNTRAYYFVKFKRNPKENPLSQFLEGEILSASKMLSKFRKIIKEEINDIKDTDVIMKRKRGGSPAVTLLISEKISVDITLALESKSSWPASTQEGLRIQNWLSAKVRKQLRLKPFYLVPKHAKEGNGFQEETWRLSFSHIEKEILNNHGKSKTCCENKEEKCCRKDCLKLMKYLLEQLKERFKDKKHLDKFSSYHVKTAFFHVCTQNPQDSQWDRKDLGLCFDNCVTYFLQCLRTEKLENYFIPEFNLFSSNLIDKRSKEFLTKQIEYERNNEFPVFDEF
mcGAS lum: inhibitors of mouse cGAS; Q8C6L5; recombinant cGAS, Kinase-Glo ATP depletion luminescence; inhibition, % at 12.5 µM; 160,000 compounds, 0.15% hits;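 further: 0% = negative control wells and 100% = reference inhibitor with no enzyme activity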
* = called active by the depositor; / = no result given. Unless noted, no stated cut-off is given here; in the data, active means inhibition above about 40%; inactive means the rest.

[1] FC(F)(F)c1cc(-c2ccco2)nc2c1cnn2Cc1ccncc1
[2] Cc1cc(C(=O)/C(C#N)=C\c2cc(C)n(C3CC3)c2C)c(C)n1-c1ccccc1F
[3] CC(Oc1ccc(I)cc1)C(=O)Nc1ccc(S(N)(=O)=O)cc1 (stereo unspecified)
[4] C=CCOc1ccc(-n2ccnc2)cc1CO
[5] CCc1nn2c(nnc3c(=O)n(-c4ccc5c(c4)OCCO5)ccc32)c1-c1ccccc1
[6] COc1cc(-c2c(NC(=O)C(C)C)n(C)c3ccccc3c2=O)cc(OC)c1OC
[7] Nc1nonc1-c1noc(C2CC2c2ccccc2)n1 (stereo unspecified)
[8] COc1ccc(CN(Cc2nc(C(=O)NCC(C)C)co2)C(C)C(C)C)cc1 (stereo unspecified)
Screen / compound no.	1	2	3	4	5	6	7	8
NPYLR7 ag	-2.5	-0.4	2.6	-0.1	6.5	6.6	10.3	5.3
hcGAS lum	4.8	4.5	-5.6	-2.2	-3.3	-3.3	-2.7	0.4
mcGAS lum	/	0.3	-6.7	/	/	/	/	-2.8

[9] CCn1nc(C)c(C(C)NC(=O)c2cc(C)oc2C)c1C (stereo unspecified)
[10] N#Cc1ccc(C(=O)N2CCC(n3cnc4ccc(F)cc43)CC2)cc1
[11] Cc1cnn(C(=O)c2cccn2C)c1N
[12] CCOC(=O)C1C(=O)C=C(c2ccc(OC)c(OC)c2)CC1c1ccco1 (stereo unspecified)
[13] CCOC(=O)c1[nH]c(C)c(C(=O)CN(CC)C(=O)c2ccc(Br)cc2)c1C
[14] Cc1ccc(C)c(CN(CCc2c[nH]c3ccccc23)Cc2nc(C(=O)NCc3ccc4c(c3)OCO4)co2)c1
[15] C=CCn1c(SCC(=O)NC(C)c2ccco2)nc2ccsc2c1=O (stereo unspecified)
[16] Cc1ccsc1C=CC1=CC(=C(C#N)C#N)CC(C)(C)C1
Screen / compound no.	9	10	11	12	13	14	15	16
NPYLR7 ag	16.9	3.5	-5.2	14.9	-9.9	18.7	-13.0	3.9
hcGAS lum	-3.4	-5.9	-6.4	-6.9	-2.6	-4.1	-0.7	-4.4
mcGAS lum	/	-7.2	-16.6	-5.0	-3.7	-7.7	/	-10.4

[17] CCc1ccc(S(=O)(=O)N2CCc3cc(S(=O)(=O)N4CCCC4)ccc32)cc1
[18] CCN(Cc1ccc(C(=O)Nc2ccccc2C)cc1)Cc1noc(C)n1
[19] CCCCN(CC(=O)N1CC(=O)N(c2cccc(C)c2)C1)C(=O)COc1ccccc1
[20] CC(C)(C)N1COc2ccc3c4c(oc3c2C1)C(=O)c1ccccc1C4=O
[21] CC(=O)N(Cc1ccc(OS(=O)(=O)C(C)C)cc1)C1CC1
[22] CC(NC(=O)c1ccccc1NS(=O)(=O)c1ccccc1Br)c1ccccc1 (stereo unspecified)
[23] Cn1c(SCC(=O)c2sc3ccccc3c2O)nnc1-c1ccc(N)cc1
[24] Cc1ccnc(NC(=O)CC2CSc3nccc(=O)n32)c1 (stereo unspecified)
Screen / compound no.	17	18	19	20	21	22	23	24
NPYLR7 ag	7.4	18.6	/	2.5	-5.0	-0.8	-8.5	-1.3
hcGAS lum	-8.4	-4.6	-2.1	-10.8	-5.3	-8.2	5.3	-7.3
mcGAS lum	/	-15.8	-4.8	/	-5.1	-6.4	/	/

[25] CN(C)/C=C/C=C/C(=O)C1=C(O)/C(=C/C=C/N(C)C)CCC1
[26] Cc1cccnc1C(NC(=O)C1CCN(CCOc2ccccc2)CC1)c1ccc(F)cc1 (stereo unspecified)
[27] O=C(c1ccco1)N1CCN(C2=NN=C(c3cccs3)CS2)CC1
[28] OCc1ccc(-c2ccccc2F)o1
[29] COc1ccc(-c2cnn(C(C)(C)C(=O)Nc3cnc4ccccc4c3)c2)cc1OC
[30] CC(C)C(O)(C(=O)NN(C(=O)COc1ccccc1)c1ccccc1)C(C)C
[31] O=C(O)C1(Cc2ccc(Cl)cc2)CCN(c2ncnc3[nH]ccc23)CC1
[32] C=CCN(C(=O)C1CC(=O)N(C2CCCC2)C1)c1nc2c(s1)CCCC2 (stereo unspecified)
Screen / compound no.	25	26	27	28	29	30	31	32
NPYLR7 ag	1.7	6.8	2.1	1.7	-3.3	-4.7	-0.7	2.0
hcGAS lum	4.6	-4.1	-0.1	-1.6	-1.6	-1.5	-6.1	11.2
mcGAS lum	/	-4.8	-5.3	-5.6	/	0.4	-11.2	-0.6

[33] COc1ccccc1-c1cccc(-c2cccc(NC(=O)c3ccc(Cl)cc3)c2)n1
[34] Cc1cccc(OCc2ccc(-c3nc(C#N)c(NCCN4CCOCC4)o3)o2)c1
[35] CSc1nc(N)c(C#N)cc1C#N
[36] COc1ccc(CC(=O)N2CCOC(COc3ccc(Cl)c(C)c3)C2)c(OC)c1OC (stereo unspecified)
[37] CCCCn1c(=O)[nH]c(=O)c2c1nc(COC(=O)CCC)n2CC
[38] O=C(c1ccc2ncsc2c1)N1CCOC2(CNCCOC2)C1 (stereo unspecified)
[39] CCCCN(C)C(=O)Cn1cc(-c2nc(-c3ccc(OC)cc3)no2)ccc1=O
[40] CCCc1ccc(C(O)c2ncc(-c3ccccc3F)[nH]2)cc1 (stereo unspecified)
Screen / compound no.	33	34	35	36	37	38	39	40
NPYLR7 ag	-0.7	-3.0	3.9	20.6	1.6	0.7	-5.1	-1.5
hcGAS lum	-0.7	4.7	-0.5	-5.8	-4.1	-6.0	5.5	-10.4
mcGAS lum	-3.5	-1.3	/	-8.3	/	/	3.5	/

[41] Cc1sc2nc(C3CC3)nc(N3CCN(C(=O)COCc4ccccc4)CC3)c2c1C
[42] Cc1ccc(C(C)N(C)C(=O)Nc2ccc(-c3nnc4n3CCCC4)cc2)s1 (stereo unspecified)
[43] CC1(C(=O)NCC2CCCCC2)CCN1C(=O)CCc1ccc(Cl)cc1Cl (stereo unspecified)
[44] S=c1[nH]nc(NC2CCCC2)s1
[45] Cc1ccccc1C1(O)CCN(Cc2cnc(-c3ccccn3)nc2)C1 (stereo unspecified)
[46] COc1cc(-c2[nH]nc3nccc(-c4ccoc4)c23)cc(OC)c1OC
[47] Cc1ccc(NC(=O)C2(C)CCN2Cc2cccc3c2OCO3)cc1 (stereo unspecified)
[48] COCC(=O)N1CCC(C(=O)NC2CCCC[C@H]2NC(=O)c2ccccc2C)CC1 (stereo partly specified)
Screen / compound no.	41	42	43	44	45	46	47	48
NPYLR7 ag	-2.4	25.4	-7.1	-3.5	7.1	0.6	5.8	0.7
hcGAS lum	-7.8	-7.6	2.4	-2.8	-5.6	-3.9	-9.3	-4.3
mcGAS lum	-2.7	-12.9	-0.8	/	-10.0	-5.6	/	-3.7

A different layout for four compounds above:
| entry | canonical_smiles | NPYLR7 ag | hcGAS lum | mcGAS lum |
| --- | --- | --- | --- | --- |
| 35 | CSc1nc(N)c(C#N)cc1C#N | 3.9 | -0.5 | / |
| 36 | COc1ccc(CC(=O)N2CCOC(COc3ccc(Cl)c(C)c3)C2)c(OC)c1OC (stereo unspecified) | 20.6 | -5.8 | -8.3 |
| 37 | CCCCn1c(=O)[nH]c(=O)c2c1nc(COC(=O)CCC)n2CC | 1.6 | -4.1 | / |
| 38 | O=C(c1ccc2ncsc2c1)N1CCOC2(CNCCOC2)C1 (stereo unspecified) | 0.7 | -6.0 | / |

Later entries:
[49] CCn1cc(C#N)c(=O)n(Cc2cc(=O)n3ccc(C)cc3n2)c1=O
[50] Cc1cccc(C)c1Nc1nnc(C)c(=O)[nH]1
[51] Cc1cc(C(=O)CN2C(=O)C(=O)N(CC(C)C)C2=O)c(C)n1C1CC1
[52] Cc1cc(NC(=O)c2ccc(F)cc2)n(-c2nc3c(c(=O)[nH]2)CCC3)n1
[53] COc1ccccc1NC(=O)Cc1csc(NC(=O)NC2CCCCC2)n1
[54] CSCC(C)(O)CNc1c(F)cc(C#N)cc1F (stereo unspecified)
[55] CCS(=O)c1ccccc1C(=O)OC(C)C(=O)NC(=O)NC (stereo unspecified)
[56] Cc1cc(C)nc(NCc2ccccc2CN(C)C(C)C)n1
Screen / compound no.	49	50	51	52	53	54	55	56
NPYLR7 ag	7.9	-1.4	2.1	1.0	-4.2	5.7	0.6	2.4
hcGAS lum	-0.8	-2.8	-4.5	-5.5	-0.1	-4.1	-4.9	-3.6
mcGAS lum	/	/	/	-6.1	/	/	-15.2	/

[57] CC1CCCCN1C(=O)C(C1CCCC1)N1CCN(C(=O)c2cc(F)cc(F)c2)CC1 (stereo unspecified)
[58] O=C(Nc1ccccc1)C1=C(N2CCOCC2)/C(=C/c2cccnc2)CC1
[59] N#Cc1ccc(Cl)c(Cl)c1
[60] COc1ccc(S(=O)(=O)NCCNc2ccc(Nc3ccncc3)nn2)cc1C
[61] CC1(C)NC(=O)N(CN2CCCCC2)C1=O
[62] CC(C)CN1CCN(C2(C(N)=O)CCCCC2)CC1
[63] COC(=O)C(=CC(=O)C(C)(C)C)NNC(=O)c1c(I)cnn1C
[64] COc1ccc2c(c1)OCC(C=C(C#N)S(=O)(=O)c1ccc(Br)cc1)=C2
Screen / compound no.	57	58	59	60	61	62	63	64
NPYLR7 ag	2.2	-0.9	7.9	12.9	/	9.9	0.7	93.1*
hcGAS lum	-6.0	0.7	-6.4	-12.7	-3.1	-11.3	-0.2	-6.5
mcGAS lum	-4.6	/	/	/	-3.6	/	/	/

[65] O=C(COc1ccccc1)N1C[C@H](O)[C@H]2C[C@@H]1CC[C@@H]2O
[66] c1ccc2cc(-c3cnnc(N4CCOCC4)n3)ccc2c1
[67] CCC1CCc2ccccc2N1Cc1cc(C)n(C)n1 (stereo unspecified)
[68] Cc1ccc(C)c(-n2c(C)c(C)n3c4c(=O)n(CCN5CCOCC5)c(=O)n(C)c4nc23)c1
[69] O=C(Nc1nc(-c2ccc3c(c2)OCCO3)cs1)c1ccsc1
[70] CC(C)c1cc(C(=O)N2CCOC(CCCc3ccccc3)C2)nc2ncnn12 (stereo unspecified)
[71] CC(C)CN(Cc1cc(NC(=O)c2ccccc2Cl)ccc1N(C)C)S(=O)(=O)c1ccc(F)cc1
[72] CCN1CC2(CCCN(c3nc(C(F)(F)F)nc(C)c3C)C2)CCC1=O (stereo unspecified)
Screen / compound no.	65	66	67	68	69	70	71	72
NPYLR7 ag	-2.3	0.2	8.2	-0.9	-1.3	7.8	19.7	/
hcGAS lum	1.1	1.0	-6.3	1.9	-7.4	-5.2	-10.6	9.8
mcGAS lum	-1.3	-1.4	/	/	-9.7	-11.7	-3.3	1.3

[73] COCCCn1c(C)cc(C(=O)N2CCCCCCNC(=O)CC2)c1C
[74] CCN(CC)Cc1cc(Nc2ccnc3cc(Cl)ccc23)ccc1O
[75] CCOCCOC1CCCN(C(=O)Nc2ccccc2)C1 (stereo unspecified)
[76] COc1cc(-c2ccnc(N3CCN(C(=O)c4ccccc4Cl)CC3)n2)cc(OC)c1OC
[77] COc1cccc(NC(=O)CN2Cc3ccc(Nc4cc(C)nn4C)nc3C2=O)c1
[78] O=C(CCc1ccccc1)Nc1nnc(SCC(=O)c2ccc(F)cc2)s1
[79] O=C(CCN(Cc1ccccc1)c1nc(Cc2ccccc2)ns1)NC(Cc1ccccc1)c1ccccc1 (stereo unspecified)
[80] C(=N/N=C(\c1ccccc1)C12CN3CN(CN(C3)C1)C2)/c1cccc2ccccc12
Screen / compound no.	73	74	75	76	77	78	79	80
NPYLR7 ag	/	-0.4	-6.6	-7.1	11.0	-2.1	-1.1	-10.5
hcGAS lum	-12.4	-0.4	-2.3	-8.2	-3.0	-1.6	-11.7	-2.9
mcGAS lum	-4.2	-0.7	-3.3	-7.1	-5.2	-3.3	-6.5	-6.7

Reprinted at random: 6 compounds from above.
[77] COc1cccc(NC(=O)CN2Cc3ccc(Nc4cc(C)nn4C)nc3C2=O)c1
[74] CCN(CC)Cc1cc(Nc2ccnc3cc(Cl)ccc23)ccc1O
[78] O=C(CCc1ccccc1)Nc1nnc(SCC(=O)c2ccc(F)cc2)s1
[80] C(=N/N=C(\c1ccccc1)C12CN3CN(CN(C3)C1)C2)/c1cccc2ccccc12
[79] O=C(CCN(Cc1ccccc1)c1nc(Cc2ccccc2)ns1)NC(Cc1ccccc1)c1ccccc1 (stereo unspecified)
[75] CCOCCOC1CCCN(C(=O)Nc2ccccc2)C1 (stereo unspecified)
Screen / compound no.	77	74	78	80	79	75
NPYLR7 ag	11.0	-0.4	-2.1	-10.5	-1.1	-6.6
hcGAS lum	-3.0	-0.4	-1.6	-2.9	-11.7	-2.3
mcGAS lum	-5.2	-0.7	-3.3	-6.7	-6.5	-3.3

Further entries follow.
[81] CC(C)N(Cn1nc(-c2cccs2)n(C2CC2)c1=S)C1CC1
[82] Cc1cnccc1CNC(=O)C1(N2CCCCC2)Cc2ccccc2C1
[83] O=c1c2nnn(Cc3ccc(F)cc3)c2ncn1Cc1ccc(F)cc1
[84] Cn1c(SCC(=O)N2CCCCC2)nnc1-c1ccccc1
[85] CNC(=O)[C@@]1(OCc2cccc(C)c2)CC(OCc2c(F)cccc2F)[C@H](O)[C@H](O)C1 (stereo partly specified)
[86] CN1CCN2c3ncccc3Cc3ccccc3[C@@H]2C1
[87] Cc1cc(O)c(CN(C)Cc2ccccc2)c2c1C(=O)/C(=C/c1ccncc1)O2
[88] Cc1cccc(NC(=O)c2c(-c3ccccc3Cl)noc2C)c1C
Screen / compound no.	81	82	83	84	85	86	87	88
NPYLR7 ag	4.4	19.0	8.0	10.4	2.5	-0.3	15.0	-2.9
hcGAS lum	-5.1	-7.4	-0.3	-16.9	4.3	-5.1	-5.8	0.1
mcGAS lum	/	/	/	-3.3	1.6	/	-2.8	/
